CCT modulator = High-Throughput Screening for Modulators of Cytosolic Chaperonin Activity; purified chaperonin ATPase assay, HTRF ADP detection, 30 min; activity change, % (no concentration beside the values), hits read low; actives 0.3% (n = 360,000); AID 651819, 2012; in the data active = activity change below about -30%; note: % is set by controls: 0 for no effect and ±100 for the full control effect
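We incubate TRiC, 40 or 20 nM final, with library compounds at 76 uM and 10 uM ATP for 30 min at 37 °C. ADP formed is detected with Transcreener HTRF reagents after 30 min at room temperature.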
WRN inhibitor = qHTS for Inhibitors of WRN Helicase; Bifunctional 3'-5' exonuclease/ATP-dependent helicase WRN (Homo sapiens), Q14191; WRN helicase unwinding, fluorescent forked duplex, kinetic; Potency, µM (doses to about 114 µM), for the others: at the highest dose activity change, negative = inhibition, most hits filed as inhibitors; actives 0.46% (n = 360,000); AID 651768, 2012; note: potency is the fitted concentration of half-maximal effect; % is set by controls: 0 for no effect and ±100 for the full control effect; nearly all actives have a fitted effect of over 55% in size
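Fluorescence dequenching readout, ex 525 nm/em 598 nm, kinetic mode: forked duplex DNA (100 nM final) with adjacent fluorophore and quencher unwound by WRN (20 nM final) with 2 mM ATP. Compound preincubation 15 min, room temperature.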
PLK1 PBD block = qHTS for Inhibitors of PLK1-PDB (polo-like kinase 1 - polo-box domain): Primary Screen | Serine/threonine-protein kinase PLK1 (Homo sapiens), P53350 | Potency, µM, for the others: max response, negative = inhibition, usual class: inhibitors | Plk1 PBD binding of FITC phosphopeptide, fluorescence polarization | actives 2.8% (n = 360,000); note: potency is the fitted concentration of half-maximal effect; series mostly up to about 57 µM; % is set by controls: 0 for no effect and ±100 for the full control effect; nearly all actives have a fitted effect of over 65% in size
Target sequence (P53350 whole entry, looked up, the tested form may be a part): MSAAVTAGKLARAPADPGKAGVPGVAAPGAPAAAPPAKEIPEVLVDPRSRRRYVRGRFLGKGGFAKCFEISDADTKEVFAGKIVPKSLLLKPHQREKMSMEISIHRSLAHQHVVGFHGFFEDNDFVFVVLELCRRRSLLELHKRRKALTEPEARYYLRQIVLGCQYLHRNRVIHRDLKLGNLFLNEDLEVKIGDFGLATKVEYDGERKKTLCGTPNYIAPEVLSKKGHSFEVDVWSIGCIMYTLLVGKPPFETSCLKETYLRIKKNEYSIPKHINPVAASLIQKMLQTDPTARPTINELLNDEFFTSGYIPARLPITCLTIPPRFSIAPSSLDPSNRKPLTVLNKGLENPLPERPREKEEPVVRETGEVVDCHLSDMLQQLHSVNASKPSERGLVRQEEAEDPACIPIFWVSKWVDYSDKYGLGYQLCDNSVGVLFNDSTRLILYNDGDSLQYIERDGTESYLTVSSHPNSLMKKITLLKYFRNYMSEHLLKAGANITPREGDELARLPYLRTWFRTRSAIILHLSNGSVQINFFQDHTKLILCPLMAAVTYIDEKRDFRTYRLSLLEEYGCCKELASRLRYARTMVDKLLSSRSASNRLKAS
EPAC2 agonist = qHTS for Agonist of cAMP-regulated guanine nucleotide exchange factor 4 (EPAC2): primary screen | actives 0.079% (n = 360,000) | Potency, µM (series often up to 154 µM), for the others: top-dose activation, actives largely listed as activators | EPAC2 activation, biochemical qHTS; response scale: 100% = 6.5 mM cAMP response; note: potency is the fitted concentration of half-maximal effect; nearly all actives have a fitted effect of over 50% in size
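In this primary screen, activation is scored as increased exchange of BODIPY-GDP from Rap1B by 100 nM EPAC2, with 50 uM GDP as competitor. Signal is normalized to the 6.5 mM cAMP agonist control.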
PI5P4K alpha inh = qHTS for Inhibitors of phosphatidylinositol 5-phosphate 4-kinase (PI5P4K). max response, %. AID 652105, 2013. Phosphatidylinositol 5-phosphate 4-kinase type-2 alpha (Homo sapiens), P48426. actives 1.2% (n = 330,000). PI5P4Kalpha enzyme, ADP-Glo luminescence, 60 min; active compounds read low; active = max response of -50% or lower; inconclusive = between -30% and -50%; inactive = -30% or higher; note: value at the top dose of about 77 µM; % is set by controls: 0 for no effect and ±100 for the full control effect
Target sequence (P48426 whole entry, looked up): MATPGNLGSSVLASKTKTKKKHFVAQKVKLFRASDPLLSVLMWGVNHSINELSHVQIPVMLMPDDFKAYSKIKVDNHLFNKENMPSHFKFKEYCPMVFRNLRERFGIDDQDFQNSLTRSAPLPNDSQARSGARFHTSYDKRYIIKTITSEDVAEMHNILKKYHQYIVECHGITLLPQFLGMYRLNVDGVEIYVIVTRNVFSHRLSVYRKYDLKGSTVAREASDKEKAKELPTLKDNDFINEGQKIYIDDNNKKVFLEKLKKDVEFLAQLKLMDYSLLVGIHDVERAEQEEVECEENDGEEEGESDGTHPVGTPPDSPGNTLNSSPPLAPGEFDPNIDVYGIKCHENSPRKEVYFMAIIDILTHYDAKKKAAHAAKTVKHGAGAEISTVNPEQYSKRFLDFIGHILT
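PI5P4Kalpha ADP-Glo assay; 5 microM ATP final; 60 min RT reaction; HEPES pH 7.4/EGTA/CHAPS, 5% DMSO; controls lacking substrate or enzyme; luminescent end-point.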
EPAC1 agonist = qHTS for Agonist of cAMP-regulated guanine nucleotide exchange factor 3 (EPAC1): primary screen; AID 720707, 2013; Rap guanine nucleotide exchange factor 3 (Homo sapiens), O95398; Potency, µM (highest dose often 154 µM), inactives show at the top dose activation, actives largely listed as activators; actives 0.073% (n = 360,000); EPAC1 agonist qHTS, biochemical assay; response scale: 100% = response to 6.5 mM cAMP; note: potency is the fitted concentration of half-maximal effect; nearly all actives have a fitted effect of over 60% in size
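Read-out is the fluorescence drop as BODIPY-GDP leaves Rap1B (480 nm excitation, 540 nm emission), recorded every 5 minutes over 30 minutes. Reactions held 100 nM EPAC1, 250 nM Rap1B–BODIPY-GDP and 50 uM GDP, with 6.5 mM cAMP setting full activation.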
EPAC1 antagonist = qHTS for Antagonist of cAMP-regulated guanine nucleotide exchange factor 3 (EPAC1): primary screen | EPAC1 GEF assay, Rap1b-BODIPY-GDP exchange fluorescence | Potency, µM (series often up to 115 µM), without a hit: top-dose activity change, negative = inhibition, most hits filed as inhibitors | actives 0.14% (n = 360,000);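 note: potency is the fitted concentration of half-maximal effect; plate controls were vehicle for no effect and positive control for full effect; nearly all actives have a fitted effect of over 50% in size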
IL2 activator = qHTS of IL-2 Activators. actives 0.065% (n = 360,000). IL-2 activation reporter assay, cell-based qHTS; stimulated with anti-CD3/CD4/CD28 beads; in transgenic mouse T cells. AID 652025, 2013. activation, % (series mostly up to about 46 µM); in the data active = activation above about 50%; inconclusive = mostly about 30% to 49%; note: 0% is about no effect
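Unstimulated transgenic mouse T cells, 750 per well, received compound and, after 60 minutes, anti-CD3/anti-CD4 bead plus anti-CD28 stimulation. EGFP and DsRed were quantified after 18 hours.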
The depositor's hits bear a star; ? = inconclusive; / = no result given; [ ] = dose if it differs, or a comment. Unless noted, calls come from the whole dose curve; as a rule, active = well fitted curve in the direction sought with a large enough effect; inconclusive = small, poorly fitted or top-dose-only effect, or another doubt; inactive = no such curve, though single readings can be large; an effect the other way counts as inactive or inconclusive. The list is partial, so the mix of outcomes need not match the whole.

Structure	CCT modulator	WRN inhibitor	PLK1 PBD block	EPAC2 agonist	PI5P4K alpha inh	EPAC1 agonist	EPAC1 antagonist	IL2 activator
Cc1cc(=O)oc2cc(OCc3ccc(C(=O)OCC(=O)Nc4ccccc4OC(F)F)cc3)ccc12	-1.8	-7%	5%	0%	-7	0%	-4%	-3.4
CCOc1ccc2oc(C(=O)Nc3ccc4c(c3)OCO4)c(C)c2c1	-9.7	?	-10%	17%	-15	-3%	-21%	1.6
O=C(COC(=O)c1ccc(Br)o1)NCc1ccc(F)cc1	-1.1	-4%	-9%	2%	0	14%	-27%	-0.7
CCc1ccccc1S(=O)(=O)Cc1ccc(C(=O)NCCc2ccccc2)o1	0.0	-4%	27µM*	-2%	-14	-8%	-30%	-2.8
Cc1ccc(SCC(=O)Nc2nnc(-c3ccco3)o2)cc1	1.3	-13%	-8%	5%	-4	-1%	17%	-3.1
Cc1ccc(S(=O)(=O)N2C[C@@H]3[C@H]4CC[C@H](C4)[C@@H]3[C@@H](C)[C@@H]2c2cccn2Cc2ccccc2)cc1	1.3	-3%	-11%	7%	0	-10%	-17%	-0.1
CC1=C(C(N)=O)C(c2cccnc2)n2nc(-c3cccc(Cl)c3)nc2N1 (configuration not stated)	-0.4	9%	-1%	4%	-1	-2%	10%	1.0
COc1ccc(CN2C(=O)CSC2c2ccccn2)cc1 (configuration not stated)	0.7	-28%	-20%	6%	7	8%	-1%	1.5
Cc1sc2ncnc(NCCCN3CCCC3=O)c2c1C	-2.0	-5%	4%	7%	1	6%	3%	1.4
Cc1cc(C(=O)Nc2ccc3c(c2)OCCO3)ccc1[N+](=O)[O-]	-1.1	-1%	8%	-12%	6	-11%	-6%	0.2
COc1ccc(CC(=O)N2CCC(C)(C(=O)NS(=O)(=O)C3CC3)C2)cc1OC (configuration not stated)	0.3	-6%	-1%	3%	-1	-7%	15%	-0.1
COc1ccc(Br)cc1S(=O)(=O)N1CC(C)OC(C)C1 (configuration not stated)	-1.8	12%	-5%	5%	-1	-4%	4%	-3.1
CCOc1cccc(C2NC(=S)NC(C)=C2C(=O)Nc2ccccc2)c1 (configuration not stated)	-0.8	-12%	-2%	-3%	-5	4%	-6%	-0.5
CCN(CC)S(=O)(=O)c1cccc(NC(=O)CSc2nc3ccccc3[nH]2)c1	-2.4	-13%	-11%	12%	-1	-2%	-26%	-2.3
COc1ccc(OC)c(NC(=O)C2CCN(c3cc(-c4ccccc4)nc4ncnn34)CC2)c1	-0.2	-5%	-8%	9%	/	3%	11%	0.4
O=C(CSc1nc2ccccc2c(=O)n1Cc1ccco1)NCc1ccccc1	-12	-5%[57.1 µM]	-5%	13%	/	5%	-3%	1.9
Cc1ccc(NC(=O)Nc2cc(-c3ccccc3)nn2C)cc1Cl	-1.8	-5%	-2%	-1%	-2	-10%	-9%	-0.8
CC(=O)Nc1ccc(S(=O)(=O)NNC(=S)NCc2ccco2)cc1	-1.5	-16%	-5%	2%	6	-11%	8%	-2.3
CCCOC(=O)CSc1nnc(-c2ccccc2Cl)o1	0.8	-6%	-6%	12%	9	-12%	-11%	0.2
COc1ccc(-c2noc(CSc3nc(-c4ccccc4)cc(=O)[nH]3)n2)cc1OC	0.2	-14%	-16%	0%[15.6 µM]	-2	1%	4%	0.1
Cc1ccc(NS(=O)(=O)N2CCCCC2)cc1	0.5	1%	-1%	-8%	-6	-6%	2%	1.1
C=CC[C@@H](CC(=O)NCCO)C(=O)NCCOC(=O)[C@@H](CC=C)Cc1ccc(F)cc1	-3.3	2%	-17%	4%	-5	-10%	-22%	-0.1
CCOc1ccc(NC(=O)c2sc(NC(C)=O)c(C(=O)OC)c2C)cc1	-1.7	11%	0%	-3%	-5	-5%	0%	0.5
CCCS(=O)(=O)N1CCCC(C(=O)NCCCN2CCN(c3ccccc3F)CC2)C1 (configuration not stated)	-3.6	-2%	-5%	2%	-4	-14%	-3%	0.8
Cc1cc(C)c2c(n1)sc1c(-c3ccccc3)c(C#N)c(N)nc12	-1.8	-2%	?	10%	-7	-1%	-5%	-0.5
Cc1snc(SCc2ccc(Cl)cc2)c1C#N	0.4	-7%	?	8%	15	14%	-19%	-0.3
COc1ccc(C2(O)CCN(C(=O)c3c(F)cccc3F)CC2)cc1	0.3	-2%[57.1 µM]	-6%	8%	/	1%	?	-2.5
Cc1ccc(SCc2[nH]nc3c2C(c2cccnc2)C(C#N)=C(N)O3)cc1 (configuration not stated)	-0.9	-4%[57.1 µM]	?	2%	/	-1%	6%	-1.2
CN(C)c1ccc(-c2nnn(CC(=O)NCc3ccc4c(c3)OCO4)n2)cc1	1.7	-10%	5%	0%	2	-3%	4%	0.8
Cc1ccc(-n2c(C)c([N+](=O)[O-])c3ccc(O)c(CN(C)C)c32)cc1	-0.4	6%	-9%	-6%	-2	16%	-1%	0.7

Overlap with the part before: 2 compounds, followed by the next part.
Structure	CCT modulator	WRN inhibitor	PLK1 PBD block	EPAC2 agonist	PI5P4K alpha inh	EPAC1 agonist	EPAC1 antagonist	IL2 activator
CN(C)c1ccc(-c2nnn(CC(=O)NCc3ccc4c(c3)OCO4)n2)cc1	1.7	-10%	5%	0%	2	-3%	4%	0.8
Cc1ccc(-n2c(C)c([N+](=O)[O-])c3ccc(O)c(CN(C)C)c32)cc1	-0.4	6%	-9%	-6%	-2	16%	-1%	0.7
COc1ccc(/C=C/C(=O)OCC(=O)c2ccc3c(c2)NC(=O)CO3)cc1	0.5	0%	-7%	15%	2	-15%	1%	-2.1
CC1=C(C(=O)OCc2ccccc2)C(c2ccccc2[N+](=O)[O-])NC(=O)N1C (configuration not stated)	0.2	4%	-5%	-1%	1	0%	2%	-0.3
O=C(c1cccs1)c1coc2ccc(O)c(CN(CCO)CCO)c12	-0.8	-1%	-1%	12%	/	8%	-3%	1.4
CCOC(=O)C1=C(CN2CCOCC2)NC(=O)NC1c1cc(C)ccc1C (configuration not stated)	-11	1%	-6%	-2%	/	7%	8%	-2.2
O=C(NCc1ccco1)C(c1cccs1)N(C(=O)Cc1cccs1)c1ccccc1 (configuration not stated)	0.0	-27%	-23%	-1%	1	0%	-27%	3.2
O=C1CN(C(=O)C2CCCC2)CCN1	-3.4	0%	3%	6%	0	-4%	10%	0.6
O=C(Nc1ccccc1)c1ccc(S(=O)(=O)N(CCO)CCO)cc1	2.9	-9%	0%	1%	-1	7%	-24%	-1.6
COc1ccc(/C=N/NC(=O)c2cnccn2)c(OC)c1OC	-1.6	-1%	-13%	11%	0	2%	-2%	-0.2
CC(C)CN(C(=O)COC(=O)c1nc(Cl)ccc1Cl)C1CCS(=O)(=O)C1 (configuration not stated)	-0.2	-5%	-16%	-2%	2	-8%	-5%	1.1
O=C(C[n+]1cccc(CNC(=O)c2ccc(OC(F)F)cc2)c1)Nc1ccc(F)cc1	-1.7	-27%	-3%	-1%	22	4%	-2%	-0.1
COc1cccc(N=c2oc3ccc(OC)cc3cc2-c2nc3ccccc3[nH]2)c1	-0.6	?	-9%	10%	/	5%	-1%	-2.0
O=C(O)CCNS(=O)(=O)c1cccc2nsnc12	-1.1	5%	0%	7%	2	-1%	13%	0.0
O=[N+]([O-])c1ccc(Cl)c(S(=O)(=O)NCCc2ccccn2)c1	-0.5	-5%	-5%	1%	-7	4%	-13%	1.5
Cc1oc(=O)cc(OCc2ccccc2)c1C	-1.4	4%	-10%	4%	-2	-26%	?	0.0
COc1ccc(N(C)S(=O)(=O)c2cccc(C(=O)OCC(=O)Nc3cc(C)ccc3OC)c2)cc1	1.3	-7%	-5%	9%	11	18%	-11%	-3.9
CN1CCN(CCOC2Cc3ccccc3Sc3ccc(Cl)cc32)CC1 (configuration not stated)	1.3	-2%	-2%	2%	-5	-4%	4%	1.8
O=C(COC(=O)C1CCN(c2ccc(C(F)(F)F)cn2)CC1)c1cccc(Br)c1	0.5	-10%	-2%	-7%	2	-8%	-18%	1.4
Cc1ccc(NC(=O)c2c(-c3c(F)cccc3Cl)noc2C)cc1F	-1.7	-6%	-6%	10%	1	3%	?	1.7
CCN(CC)S(=O)(=O)c1cc(NC(=O)c2ccccc2OCc2c(C)noc2C)ccc1C	-2.6	?	-2%	1%	10	7%	-15%	-6.7
CCC(C)(C)NC(=O)CN(C(=O)C(=O)Nc1ccc2c(c1)OCCO2)N1CCOCC1	-6.3	7%[57.1 µM]	-11%	14%	0	7%	-30%	-0.6
COc1cc(C(=O)Nc2ccccc2C(=O)NCc2cccnc2)cc(OC)c1OC	2.1	-6%	3%	3%	2	-6%	36%[activator]	1.1
Cc1cc(Cl)ccc1C(O)c1ncc(-c2ccc(F)cc2)[nH]1 (configuration not stated)	0.6	-3%	-8%	4%	9	-11%	-19%	-0.5
COC(=O)c1sc(NC(=O)C2c3ccccc3Oc3ccccc32)c(C(=O)OC)c1C	-0.5	-31%	-8%	0%	16	15%	-2%	1.2
O=S(=O)(c1ccc(Cl)cc1)n1cccn1	-0.6	4%	-9%	9%	-2	-7%	-8%	4.0
Cc1c(Cl)cccc1NC(=O)c1cccc(NC(=O)CCC(=O)O)c1	-1.0	-4%	1%	0%	-4	-19%	-7%	-1.8
CCOc1ccc(N2C(=O)CC(N3CCOCC3)C2=O)cc1 (configuration not stated)	1.0	-4%	-6%	9%	/	9%	-2%	-2.2
CC1(C)Cc2nc3sc4c(=O)n(CC(N)=O)cnc4c3cc2CO1	-1.2	-11%	-1%	2%	1	3%	9%	-3.0

Screens (PubChem)
